NPY2 pot ag = potentiates or activates human NPY-Y2 receptor; cells expressing NPY-Y2, potentiator/agonist read-out; AID 1359; P49146; activation, % at 3.6 µM; actives 0.45% (n = 220,000); in the data active = activation above about 27%;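 note: cells stimulated with NPY near EC25 plus isoproterenol at EC100; 0% = vehicle plus submaximal agonist and 100% = vehicle plus saturating agonist; some results beyond the cut were filed as inactive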
S1P4 antagonist = antagonists of human S1P4 receptor. O95977. S1P4-expressing cells, antagonist mode, reporter read-out. inhibition, % at 4.98 µM. actives 0.26% (n = 220,000). AID 1510; in the data active = inhibition above about 29%;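 note: 0% = wells stimulated with agonist and 100% = vehicle wells without agonist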
Target sequence (O95977 whole entry, looked up): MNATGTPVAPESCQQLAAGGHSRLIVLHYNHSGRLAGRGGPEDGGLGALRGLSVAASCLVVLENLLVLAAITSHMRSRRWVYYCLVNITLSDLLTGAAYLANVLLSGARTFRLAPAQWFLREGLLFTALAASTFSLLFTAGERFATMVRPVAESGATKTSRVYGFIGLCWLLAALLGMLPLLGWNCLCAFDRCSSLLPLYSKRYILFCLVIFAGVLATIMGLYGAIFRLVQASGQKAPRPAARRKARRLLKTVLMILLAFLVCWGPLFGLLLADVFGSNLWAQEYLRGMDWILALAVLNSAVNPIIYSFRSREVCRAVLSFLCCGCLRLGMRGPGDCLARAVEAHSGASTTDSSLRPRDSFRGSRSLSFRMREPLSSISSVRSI
S1P4 agonist = human S1P4 receptor agonism; AID 1509; S1P4-expressing cell line, agonist reporter assay; actives 0.35% (n = 220,000); activation, % at 4.98 µM; in the data active = activation above about 11%;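 note: 0% = DMSO vehicle and 100% = reference agonist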
p47phox inh = blocks human p47phox regulatory protein of NADPH oxidases. P14598. AID 1274. inhibition, % at 24.7 µM. p47phox/p22phox peptide binding, fluorescence polarization, 2 h. actives 0.53% (n = 220,000);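 active = inhibition above about 30%, limit read from the data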;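 note: 0% = p47phox with labelled peptide and 100% = labelled peptide alone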
Target sequence (P14598 whole entry, looked up): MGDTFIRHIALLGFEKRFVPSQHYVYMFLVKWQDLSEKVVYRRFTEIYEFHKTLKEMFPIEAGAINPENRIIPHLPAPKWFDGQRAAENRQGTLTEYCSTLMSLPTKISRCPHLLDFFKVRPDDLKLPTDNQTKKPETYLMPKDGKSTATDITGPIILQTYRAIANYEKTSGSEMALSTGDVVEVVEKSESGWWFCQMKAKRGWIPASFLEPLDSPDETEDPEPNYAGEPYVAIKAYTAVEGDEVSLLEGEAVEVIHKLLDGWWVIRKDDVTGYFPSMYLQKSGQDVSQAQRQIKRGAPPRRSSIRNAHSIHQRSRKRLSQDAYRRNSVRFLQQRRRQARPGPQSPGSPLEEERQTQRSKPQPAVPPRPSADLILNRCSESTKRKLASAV
NPY-Y1 PAM-ag = potentiators or agonists of human neuropeptide Y receptor Y1; NPY-Y1 expressing cells, potentiator/agonist activation; actives 0.37% (n = 220,000); P25929; activation, % at 3.6 µM; AID 1304; in the data active = activation above about 33%, passing the limit was not always enough;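 note: cells stimulated with NPY at EC10 then isoproterenol at EC100; 0% = low agonist plus stimulus and 100% = saturating agonist plus stimulus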
BaF3 parental = reduces parental Ba/F3 cell viability, JAK2V617F counter-screen; CellTiter-Glo ATP luminescence; inhibition, % at 5.6 µM; actives 1.1% (n = 220,000); AID 1486;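 active = inhibition above a per-campaign cutoff, the mean inhibition of all tested compounds plus 3 SD, cut at about 27% in these data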;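 note: 0% = DMSO wells and 100% = JAK Inhibitor I control wells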
NPY-Y1 antag = antagonists of human neuropeptide Y receptor Y1; HEK293-CNG Y1 cells, membrane potential fluorescence; NPY at EC95, then isoproterenol; inhibition, % at 3.6 µM; actives 1% (n = 200,000);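 active = inhibition above the campaign mean inhibition of all tested compounds plus 3 SD, cut at about 20% in these data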;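 note: 0% = DMSO wells given NPY plus isoproterenol and 100% = isoproterenol alone without NPY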
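Material: HEK293 cells with Y1 receptor plus CNG channel; times: compound incubation 1 h at room temperature, readout 45 min post-stimulation; signal: fluorescence, membrane potential probe; read-out basis: fluorescence ratio normalized to % inhibition between controls; benchmarks: full-block control isoproterenol-only wells, zero-block control NPY plus isoproterenol wells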
Ba/F3 V617F tox = lowers viability of Ba/F3 cells expressing EpoR and JAK2V617F. ATP luminescence. inhibition, % at 5.6 µM. actives 1.1% (n = 220,000). AID 1446;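 active = inhibition above the campaign mean plus 3 SD over all tested compounds, cut at about 24% in these data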;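 note: cytokine-independent growth of Ba/F3 cells driven by EpoR plus mutant JAK2; 0% = DMSO-treated cells and 100% = JAK inhibitor I control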
CHOP inhibitor = inhibitors of CHOP induction in ER stress response. CHO-K1 CHOP-promoter luciferase, tunicamycin-induced, 15-18 h. inhibition, % at 10 µM. actives 3.8% (n = 220,000);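 active = compounds that reduced the stress-induced luciferase reporter signal by more than about 70% of percent inhibition, limit read from the data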;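 note: 0% = tunicamycin plus vehicle and 100% = wells without tunicamycin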
Starred values were filed as active, the others as inactive; x = not tested or not shown.

SMILES	NPY2 pot ag	S1P4 antagonist	S1P4 agonist	p47phox inh	NPY-Y1 PAM-ag	BaF3 parental	NPY-Y1 antag	Ba/F3 V617F tox	CHOP inhibitor
O=C(CNCC1CCCO1)N1CCN(S(=O)(=O)c2ccc3ccccc3c2)CC1 (stereo not given)	3	10	1.1	-7	-8	0	6	-3	43
Cn1c(=O)[nH]c(=O)c2c1nc(Br)n2Cc1ccccc1Cl	16	-2	1.8	2	-5	3	3	-3	-13
Cn1c(CNc2ccc(Cl)cc2)nnc1SCCN1CCCCC1	-7	-3	-0.2	-1	-11	-1	3	-2	0
CC(=O)NN1C(=O)c2ccc(Oc3ccc4c(c3)C(=O)N(NC(C)=O)C4=O)cc2C1=O	6	-11	23*	-6	0	11	3	0	5
Cc1cccc(C)c1NC(=O)CSc1nnc(Cc2ccccc2)o1	-21	-21	0.1	-10	-6	2	-2	0	28
CCOC(=O)c1ccccc1Nc1cn(C(C)=O)c2ccccc12	-12	-20	0.7	-6	4	6	11	1	x
Cc1cc(C)nc(SCc2ccc(C(=O)NN=C3C4CC5CC(C4)CC3C5)cc2)n1	-6	-11	1.9	-6	4	7	7	1	46
CCN(CC)S(=O)(=O)c1cc(NS(=O)(=O)c2cccc(Cl)c2Cl)ccc1C	-1	-4	-0.4	-4	12	10	2	2	-10
CCCCn1cnc2cc(C)c(C)cc21	-11	3	0.5	0	1	-2	2	2	8
C/C(=N\N=C(/N)SC1CC(=O)N(c2ccc(Cl)cc2)C1=O)c1cccs1 (stereo not given)	14	3	0.6	-16	28	4	-11	0	69
COc1ccccc1NC(=O)c1ccc(C)s1	-1	9	1.1	-4	-13	2	1	2	-19
COCc1cc(C)nc(OCC(=O)N/N=C/c2ccc(-c3cccc([N+](=O)[O-])c3)o2)c1C#N	8	-12	-0.2	-4	-10	5	4	-1	19
CC1(C)CC(=O)C2=C(C1)N(c1ccccc1)C(=O)C2(O)C(F)(F)F (stereo not given)	7	-15	0.4	-68	-9	3	5	-4	11
S=C(NCc1ccccc1)NNc1nc2ccccc2[nH]1	-4	-25	2.6	3	-3	0	9	1	-8
NS(=O)(=O)c1cccc(NC(=O)/C=C/c2cccs2)c1	-1	-14	-1.2	-8	0	8	4	2	-4

The closing 3 records of the part before are carried over, then new ones follow.
SMILES	NPY2 pot ag	S1P4 antagonist	S1P4 agonist	p47phox inh	NPY-Y1 PAM-ag	BaF3 parental	NPY-Y1 antag	Ba/F3 V617F tox	CHOP inhibitor
CC1(C)CC(=O)C2=C(C1)N(c1ccccc1)C(=O)C2(O)C(F)(F)F (stereo not given)	7	-15	0.4	-68	-9	3	5	-4	11
S=C(NCc1ccccc1)NNc1nc2ccccc2[nH]1	-4	-25	2.6	3	-3	0	9	1	-8
NS(=O)(=O)c1cccc(NC(=O)/C=C/c2cccs2)c1	-1	-14	-1.2	-8	0	8	4	2	-4
CCn1c(-c2ccccc2Cl)nn(CC(=O)NCCc2ccccc2)c1=S	2	2	-1.9	6	-14	7	6	5	21
CC(C)CCn1c(CN2CCN(Cc3ccccc3)CC2)nc2c1c(=O)n(C)c(=O)n2C	1	-3	-0.1	-18	-30	7	-1	7	15
COc1ccc(S(=O)(=O)N2CCOC2CNC(=O)C(=O)NCc2ccco2)cc1 (stereo not given)	5	-11	0.9	-4	-2	1	x	-4	8
CCn1nnnc1SCC(=O)N(C1CCCCC1)C1CCCCC1	15	-5	1.2	-5	5	2	3	-2	3
COc1ccc(-c2cc(C(=O)O)[nH]n2)cc1OC	-12	0	-1.2	2	8	-2	-2	-4	31
COc1ccccc1C(=O)Nc1ccc(OCc2nnc3c4ccccc4c(C)nn23)cc1	-9	-9	1.4	-2	-29	6	-2	0	19
COc1ccc2cc(C(=O)Nc3ccc(O)cc3)sc(=O)c2c1OC	5	-2	3.9	-16	-4	7	0	-1	3
CCc1nnc(NC(=O)CSc2nc(C3CCCCC3)nc3ccccc23)s1	-4	-1	-0.3	-8	-25	6	-2	0	47
Cc1onc(-c2ccccc2)c1C(=O)NCc1ccco1	1	8	-0.7	-5	32	4	-4	-2	-12
Cc1cccc(-c2nc(CN3CCCC(C(=O)NC4CCCC4)C3)c(C)o2)c1 (stereo not given)	-25	-7	0.8	-10	1	-2	12	0	31
O=C1C2CCCN2C(c2ccco2)N1c1ccc(F)cc1 (stereo not given)	-7	0	-0.5	-10	-2	8	-1	6	9
CCCC(=O)NCCc1nc2ccccc2n1C	13	-1	0.9	-7	10	4	-3	-2	25
Cc1ccc(/C=C(/C#N)C(=O)NC(C)c2ccccc2)o1 (stereo not given)	8	-7	-0.2	-18	-7	7	0	2	1
O=Cc1ccc(O)c(O)c1	3	-14	1.5	2	29	4	-1	1	31
Cc1noc(-c2ccc(C(F)(F)F)cc2)c1NC(=O)Nc1ccc(Cl)cc1	12	-1	0.5	-9	63*	-3	x	-6	3

Fetched by structure from the entries so far:
SMILES	NPY2 pot ag	S1P4 antagonist	S1P4 agonist	p47phox inh	NPY-Y1 PAM-ag	BaF3 parental	NPY-Y1 antag	Ba/F3 V617F tox	CHOP inhibitor
COc1ccc(S(=O)(=O)N2CCOC2CNC(=O)C(=O)NCc2ccco2)cc1 (stereo not given)	5	-11	0.9	-4	-2	1	x	-4	8
COc1ccc2cc(C(=O)Nc3ccc(O)cc3)sc(=O)c2c1OC	5	-2	3.9	-16	-4	7	0	-1	3
O=Cc1ccc(O)c(O)c1	3	-14	1.5	2	29	4	-1	1	31
CCc1nnc(NC(=O)CSc2nc(C3CCCCC3)nc3ccccc23)s1	-4	-1	-0.3	-8	-25	6	-2	0	47
Cc1noc(-c2ccc(C(F)(F)F)cc2)c1NC(=O)Nc1ccc(Cl)cc1	12	-1	0.5	-9	63*	-3	x	-6	3

The list goes on:
SMILES	NPY2 pot ag	S1P4 antagonist	S1P4 agonist	p47phox inh	NPY-Y1 PAM-ag	BaF3 parental	NPY-Y1 antag	Ba/F3 V617F tox	CHOP inhibitor
OCCCc1nc2n(n1)C(c1cccs1)C=C(c1ccccc1)N2 (stereo not given)	-4	-11	0.5	-24	16	11	2	-1	-7
O=C(O)c1ccc(C(=O)c2ccc3c(c2)C(=O)N(CCO)C3=O)cc1	-3	-22	1.2	-12	10	-3	x	-3	16
O=C1c2ccc([N+](=O)[O-])cc2NC(c2ccco2)N1/N=C/c1ccco1 (stereo not given)	-20	5	0.7	4	2	2	x	8	-27
CCOC(=O)C1=C(C)NC(=O)NC1c1ccc(OC(C)C(=O)O)c(OC)c1 (stereo not given)	-7	-12	-1.5	-6	-10	1	1	-1	17
O=C1OCc2cc(NC(=O)C3CCCO3)ccc21 (stereo not given)	8	5	1.3	-6	-3	5	5	0	-16
CCOC(=O)N1CCC(NC(=O)c2ccc3c(c2)N(CC)CCS3)CC1	4	-8	-0.1	x	15	3	-1	-1	x
COc1ccccc1/C=N/NC(=O)c1ccccc1NS(=O)(=O)c1ccc(C)cc1	2	-4	0.8	-7	-8	5	-2	5	0
C/C(=N/NS(=O)(=O)c1ccc(Cl)cc1)c1cccc(NC(=O)c2ccc(Cl)cc2Cl)c1	-8	-8	-0.6	31*	9	1	-4	3	22
Cn1c(CNc2ccccc2)nc2ccccc21	1	-6	1.9	0	4	8	8	4	6
COc1ccc(CCNC(=O)NC(C(F)(F)F)C(F)(F)F)cc1OC	15	-4	-0.3	6	8	-1	0	-3	20
Cc1c(Cl)cccc1Nc1nc(N)nc(CN2CCc3ccccc3C2)n1	-4	-10	-1.1	-9	5	6	6	-2	22
O=C(Cc1cccs1)NCc1ccccc1	16	-22	1.6	7	10	1	0	-3	-5
COc1ccc(N(CCC#N)S(=O)(=O)c2ccc(Cl)cc2)cc1	-6	-10	1.0	-1	-8	4	6	-1	-18
COc1ccc([N+](=O)[O-])cc1NC(=O)COC(=O)Cc1cc(OC)c(OC)c(OC)c1	5	-1	-1.6	-14	-8	-1	4	-3	-32
N#CNC1=NCN(Cc2ccccc2)CN1	3	-2	-0.8	-8	-7	8	-4	-3	5

Continued:
SMILES	NPY2 pot ag	S1P4 antagonist	S1P4 agonist	p47phox inh	NPY-Y1 PAM-ag	BaF3 parental	NPY-Y1 antag	Ba/F3 V617F tox	CHOP inhibitor
Nc1ccc2oc(-c3ccc4nc[nH]c4c3)nc2c1	-12	-18	1.8	-9	6	3	-5	-1	31
O=C(OCC(=O)N1CCN(C(=O)c2ccco2)CC1)c1cc(-c2ccco2)nc2ccccc12	-23	-7	-0.6	0	-14	11	2	2	30
CCCCCC(=O)OC(CN1CCCCC1)CN1CCCC1=O (stereo not given)	-4	12	-3.7	3	1	2	-1	-1	10
CC(=O)c1cc(CN2CCN(CCc3ccccc3)C(CCO)C2)cs1 (stereo not given)	-8	-10	1.9	-8	-6	1	-1	3	-10
CC(C)c1c(O)nc(SCCOc2ccc(Cl)cc2)[nH]c1=O	-31	3	0.7	-5	-24	3	x	-2	4
CC(C(=O)NC1CCCC1)N(c1ccc(Oc2ccccc2)cc1)S(C)(=O)=O (stereo not given)	9	-5	-0.6	-7	0	7	-2	1	9
CC(=O)Nc1ccc(C(=O)N2CCCC2)cc1	5	-2	0.0	-12	22	6	-3	-1	7
Cc1ccc(C(=O)NCCN(C)C)c(C)c1	-13	-2	-0.2	-1	1	6	3	2	3
COc1cccc(Nc2nnc(SCC3CCCCO3)s2)c1 (stereo not given)	-10	-8	-0.3	-1	-6	9	4	6	4
CCC(C)OC(=O)c1cc(C)nc2c(Br)cc(Br)cc12 (stereo not given)	4	-15	0.2	-12	-3	5	5	-4	34
CCO[C@@H]1OC(C(N)=O)=C[C@H](c2ccc(Br)cc2)[C@H]1CCCO	-16	-5	1.6	-10	14	-2	-2	-1	3
COc1ccc(-c2cc(C(F)(F)F)n3nc(C(=O)Nc4c(C)n(C)n(-c5ccccc5)c4=O)cc3n2)cc1	-3	-4	8.9	-14	14	3	3	3	29
COc1cc2c(cc1OC)C(c1cc3ccccc3oc1=O)=NC(C)(C)C2	-1	-21	1.3	-7	-19	-2	-3	-4	6
Nn1c(SCc2ccc(Br)cc2)nnc1-c1ccncc1	12	-17	-1.1	7	7	7	-5	1	0
Cc1ccc(CC(CC(=O)NCCc2ccc3c(c2)OCO3)C(=O)O)cc1 (stereo not given)	-15	6	-3.5	4	-28	1	11	0	0
